# Screening results: PubChem BioAssay, several laboratories
# Diaph inh CS: counter-screen for diaphorase-based assays: diaphorase inhibitors and chemical oxidizers; diaphorase resazurin-to-resorufin fluorescence, NADH, 16 min; bacterial (C. kluyveri) enzyme, not human; inhibition, % at 20 µM; hit rate 0.69% among 190,000;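 active = primary screen inhibition at 20 µM above a set limit, cut at about 50% in these data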;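 also: plate controls were DMSO with full reaction for no effect and wells lacking NADH for full effect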
#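 Test system: diaphorase enzyme from Clostridium kluyveri; amount: diaphorase at 0.14 U/mL in enzyme working solution; detection: fluorescence of resorufin formed from resazurin, Ex 544/Em 590 nm; times: reaction incubation of 16 min at room temperature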
# TNAP act hiacc: TNAP (human) activation, high acceptor; P05186; purified TNAP, CDP-star luminescence, 1 M DEA, 30 min; stronger effect = higher value; 0 = EDTA background, 1 = DMSO-only activity; activation factor at 20 µM; 200,000 tested, under 10 active; AID 1136;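 active = activation factor at least 2 at 20 µM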
# Target sequence (P05186 whole entry, looked up): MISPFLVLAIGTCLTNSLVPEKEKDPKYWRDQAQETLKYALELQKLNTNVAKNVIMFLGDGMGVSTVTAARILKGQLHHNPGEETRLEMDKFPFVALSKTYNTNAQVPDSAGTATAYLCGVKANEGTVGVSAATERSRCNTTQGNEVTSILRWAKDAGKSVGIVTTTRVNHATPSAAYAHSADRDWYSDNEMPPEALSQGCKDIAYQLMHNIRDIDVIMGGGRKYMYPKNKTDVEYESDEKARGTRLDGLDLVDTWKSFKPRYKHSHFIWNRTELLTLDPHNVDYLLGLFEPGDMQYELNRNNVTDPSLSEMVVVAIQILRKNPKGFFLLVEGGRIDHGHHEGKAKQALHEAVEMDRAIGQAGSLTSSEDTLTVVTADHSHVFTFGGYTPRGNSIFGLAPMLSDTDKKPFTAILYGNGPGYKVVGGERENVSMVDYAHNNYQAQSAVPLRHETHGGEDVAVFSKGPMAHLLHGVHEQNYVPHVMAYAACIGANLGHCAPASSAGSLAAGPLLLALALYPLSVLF
#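 system = human TNAP | amount = enzyme diluted 1/800 final | reagent = 100 µM CDP-star substrate | signal = luminescent substrate turnover signal | dosing = one dose, 20 µM | benchmarks = EDTA negative control, DMSO positive control | measure = activation factor | timing = 30 min reaction, room temperature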
# PMI act hi M6P: PMI (human) activation, high substrate. activation factor at 20 µM. coupled PMI enzyme assay, resazurin fluorescence, 20 min; stronger effect = higher value; 1 = untreated enzyme, 0 = substrate-free blank. hit rate 0.34% among 190,000;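 active = activation factor of 2 or more at 20 µM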
# Target sequence (P34949 whole entry, looked up): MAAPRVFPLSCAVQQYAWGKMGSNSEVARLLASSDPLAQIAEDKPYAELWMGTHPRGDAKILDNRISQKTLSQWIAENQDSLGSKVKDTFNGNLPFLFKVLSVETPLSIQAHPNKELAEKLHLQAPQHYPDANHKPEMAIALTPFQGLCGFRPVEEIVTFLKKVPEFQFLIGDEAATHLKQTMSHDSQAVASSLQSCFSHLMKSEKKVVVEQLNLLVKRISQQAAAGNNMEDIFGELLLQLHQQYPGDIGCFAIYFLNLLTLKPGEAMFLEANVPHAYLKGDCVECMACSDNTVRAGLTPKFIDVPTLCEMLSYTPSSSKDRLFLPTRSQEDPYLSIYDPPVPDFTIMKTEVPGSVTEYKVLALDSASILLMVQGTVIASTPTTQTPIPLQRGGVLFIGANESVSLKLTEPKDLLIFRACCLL
#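 Test system: Human PMI in coupled enzyme assay | Input: 15 ng/mL PMI | Medium: HEPES-buffered pH 7.4 with magnesium and detergent | Compound: One concentration, 20 µM, in 1% DMSO | Incubation: Enzyme reaction with compound 20 min at room temperature | Detection: Diaphorase-driven resazurin-to-resorufin fluorescence, excitation 544, emission 590 nm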
# HMGR II inh: E. faecalis class II HMG-CoA reductase inhibition; purified E. faecalis HMGR, NADPH absorbance 340 nm kinetic; inhibition, % at 10 µM; hit rate 0.41% among 190,000; AID 1066;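 active = inhibition above a set limit, the median over all tested compounds plus 3 SD, cut at about 9.5% in these data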;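 also: enzyme runs in reverse so mevalonate oxidation gives rising NADPH absorbance; 0% = complete reaction with DMSO and 100% = background rate lacking mevalonate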
# TNAP inh no acc: inhibitors of human TNAP without phosphate acceptor; P05186; purified TNAP, CDP-star luminescence, 30 min; inhibition, % at 20 µM; hit rate 0.26% among 200,000;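 active = tissue-nonspecific alkaline phosphatase inhibition above about 50% at 20 µM in the single-dose screen, limit read from the data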;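 also: 0% = DMSO negative control and 100% = EDTA positive control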
# Diaph act CS: activates diaphorase or chemically reduces, flagging diaphorase assay artifacts | activation factor at 20 µM | AID 1229 | Diaphorase/resazurin coupled assay, resorufin fluorescence, 16 min; stronger effect = higher value; 1 = vehicle wells, 0 = NADH-free wells | hit rate 0.005% among 190,000;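 active = diaphorase activity raised at least twofold by the compound at 20 µM; inactive = activation factor below 2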
#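 Test system: Clostridium kluyveri diaphorase, purified enzyme; input: enzyme 0.07 U/mL final; buffer or medium: 50 mM HEPES pH 7.4 with 4.542 mM MgCl2, 0.005% Tween 20; also added: 0.114 mM NADH and 0.1 mM resazurin, final amounts; schedule: 16 min enzyme reaction, ambient temperature; technique: fluorescence of resorufin, 544 nm excitation, 590 nm emission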
# FLuc act counter: affects firefly luciferase, flagging false hits in luciferase stimulation screens. P08659. ATPlite luciferase biochemical, luminescence, 10 min; 0 = ATP-free wells, 1 = DMSO control. activation factor at 10 µM. 200,000 tested, under 10 active. AID 1027;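 active = luciferase activation factor, scaled between plate controls, of at least 2 with compound at 10 µM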
#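 Material: Luciferase/luciferin reagent mix; Doses: test compounds dosed from 2 mM stocks in 100% DMSO; Schedule: 10 min incubation after luciferase reagent addition, room temperature; Measured by: luminescence from luciferase reaction; Read-out: luminescence gain marking luciferase activators.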
# G6PDH CS: counter-screen for G6PDH assay hits: L. mesenteroides G6PDH inhibition; inhibition, % at 5 µM; Purified L. mesenteroides G6PDH, diaphorase/resazurin coupled fluorescence, 45 min; hit rate 0.12% among 200,000; AID 1020; in the data active = inhibition above about 50%
# TNAP inh hiacc: inhibitors of human TNAP at high phosphate acceptor concentration; P05186; purified TNAP, CDP-star luminescence, 1 M DEA; inhibition, % at 20 µM; hit rate 0.03% among 200,000;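 active = over 50% inhibition of tissue-nonspecific alkaline phosphatase at 20 µM in the single-dose screen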;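 also: plate controls were DMSO wells for no effect and EDTA-quenched wells as full inhibition for full effect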
# PMI activator: increases human mannose-6-phosphate isomerase activity. AID 1214. purified human PMI, coupled resazurin fluorescence, 20 min; stronger effect = higher value; 1 = vehicle control, 0 substrate-free wells. hit rate 0.005% among 190,000. activation factor at 20 µM;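 active = activation factor of 2 or more at 20 µM, relative to plate controls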
# * = called active by the depositor.
SMILES,Diaph inh CS,TNAP act hiacc,PMI act hi M6P,HMGR II inh,TNAP inh no acc,Diaph act CS,FLuc act counter,G6PDH CS,TNAP inh hiacc,PMI activator
O=C(CNC(=O)c1cccs1)N/N=C/c1c[nH]c2ccccc12,13,1,1,6,-7,0.9,1,0,-1,0.9
Cc1cc(C)c2[nH]c(=O)c(CN(Cc3ccc4c(c3)OCO4)Cc3nnnn3C3CCCC3)cc2c1,17,1.1,0.9,-1,-5,0.8,1.1,-2,-5,0.8
NCC(O)COc1ccc2c(c1)OCO2 (stereo not drawn),3,1,0.9,-8,-7,1,1,8,0,0.9
Cc1ccccc1N=C1c2cc([N+](=O)[O-])ccc2-c2ncccc21,14,1,1,-7,8,0.9,1,-19,2,0.9
CCCOc1ccc(C(=O)OCC(=O)c2c(N)n(C)c(=O)n(C)c2=O)cc1OC,5,1,1,-2,-12,0.9,1,1,-2,0.9
Cc1ncsc1CCC(=O)N1CCCC(C(=O)c2cccc(Cl)c2)C1 (stereo not drawn),22,1,0.8,-5,-5,0.8,1.1,8,-2,0.9
C=CCn1c(C(C)NC(=O)COC)nc2ccccc21 (stereo not drawn),16,1,1,3,-12,0.8,1.1,-11,-1,1
CCN(CC)C(=O)CN1C(=O)C2(NC(=O)c3ccccc3N2)c2ccccc21 (stereo not drawn),4,1.1,1,-2,-10,1,1.1,6,-6,1
CCCCNC(=S)NNC(=O)c1sccc1C,5,1,1.1,1,-19,1,1.1,4,-4,1.1
Cc1ccc(C)c(NC(=O)C2CCC(C)(C(=O)O)C2(C)C)c1 (stereo not drawn),-5,1,0.6,-8,4,1,1,12,-1,1
CCc1nnc(N/N=C/c2ccccc2Cl)n1N,12,1.1,0.9,-7,-14,0.9,1.1,5,-6,1
O=C(CSCc1nc2c(nnn2Cc2ccc(F)cc2)c(=O)[nH]1)Nc1c(Cl)cc(Cl)cc1Cl,6,1,0.9,1,-7,0.9,1,5,-4,0.9
COc1ccc(-n2c(C)nn(CCOc3ccccc3)c2=O)cc1,0,1,1,-7,-7,1,1.1,-1,-1,1.1
COc1ccc(CCNC(=S)NCCc2c[nH]c3ccccc23)cc1,12,1,0.9,-13,-11,0.9,1.1,1,-2,0.9
COc1ccccc1CN(Cc1cc2c(C)ccc(C)c2[nH]c1=O)Cc1nnnn1Cc1ccco1,22,1,0.9,-5,-9,0.8,1,-62,-4,0.9
O=c1[nH]nc(Cc2ccc3ccccc3n2)c2ccccc12,25,1.1,0.9,1,-6,0.7,1,7,-7,0.9
CS(=O)(=O)N1CCN(c2ccccc2NC(=O)Cc2ccccc2)CC1,9,1,1,2,-4,0.9,1,3,1,0.9
O=C(c1cccnc1)N1CCN(Cc2cccc(Br)c2)CC1,-3,1.1,1.1,-4,-2,1,1,17,-6,1.1
CC(C)(C)C(=O)Nc1cc(C(F)(F)F)ccc1N1CCOCC1,-6,1,1.2,-7,0,1.1,1,-2,3,1.2
CCOC(=O)C1=C(C)Nc2ccccc2N=C1NC(=O)C(CC)c1ccccc1 (stereo not drawn),9,1,0.9,-2,-21,0.9,1,-1,-1,0.8
CCN(CC)C(=O)C1CCCN(c2ccc([N+](=O)[O-])cc2/C=N/NC(=O)c2cccc(O)c2)C1 (stereo not drawn),25,1.1,0.9,-1,-2,0.7,1,11,-7,0.8
c1ccc2c(c1)CCN(Cc1nnnn1Cc1ccc3c(c1)OCO3)C2,20,1,1.1,1,-12,0.8,1.1,1,-3,1
CCCn1c(/C=C/c2ccco2)nc2ccccc21,12,1,1.1,-4,-4,0.9,0.9,-3,2,1.2
CCN(c1ccc(OC)cc1)c1ncnc2nc[nH]c12,4,1,0.9,-7,0,1,1,6,0,0.9
COc1cccc(N2CCN(c3c(C#N)c(C(F)(F)F)nn3C)CC2)c1,12,1,0.9,-3,-11,0.9,1,0,-3,0.8
COC(=O)/C=C1\SC(=Nc2ccccc2)NC1=O,6,1,1.1,-5,1,0.9,1.1,9,-3,1.1
CS/C(=N\S(=O)(=O)c1ccc(N)cc1)NS(=O)(=O)c1cccs1,22,1,0.9,2,0,0.8,1.1,1,-4,1
O=C(N/N=C1\CCc2ccccc21)c1ccncc1,5,1,1,-4,13,1,0.9,-4,0,1
O=C(COc1ccc2ccccc2c1Br)NCc1ccccn1,20,1,0.8,1,-4,0.8,1,1,-1,0.9
O=C(CN(C(=O)CCC(=O)Nc1nccs1)c1ccc2c(c1)OCO2)NCC1CCCO1 (stereo not drawn),14,1,0.9,1,-13,0.9,1.1,16,-3,0.9
CC(CC(=O)O)CC(=O)Nc1cccc([N+](=O)[O-])c1 (stereo not drawn),13,1,1,-2,-6,0.9,1.1,5,-3,0.9
O=C(CNCc1ccc(Cl)cc1)NCc1ccco1,6,1,1,-5,-22,0.9,1,-3,-2,0.9
CCOc1ccccc1C1C2CCCCC2(O)CCN1C(=O)c1cccs1 (stereo not drawn),7,1,1,-1,-10,0.9,1,28,-1,1
CCNC(=O)C1CCN(S(=O)(=O)c2ccc(F)cc2)CC1,0,1.1,1.1,-1,-16,1,1,3,-5,1.1
C=CCn1c(CNC(=O)c2ccco2)nnc1SCC(=O)Nc1cccc(Br)c1,8,1,1,-9,-12,0.9,1.1,5,-5,1
COc1ccc(C2N(c3cc(Cl)ccc3OC)C(=O)C3CCCN32)c(OC)c1 (stereo not drawn),15,1.1,1,-1,-13,0.8,1.1,-8,-6,1
CCC(CC)NC(=O)Nc1ccc(F)c(Cl)c1,-18,1,1,1,-12,1.2,1,5,-4,1.1
Cn1c(=NC(=O)CCl)sc2ccccc21,14,1.1,1,0,-8,0.9,1,-2,-5,1
O=C(CSc1ccc2c(c1)OCCO2)Nc1ccc2c(c1)OCO2,20,1,1,-3,-9,0.8,1,4,-3,1
FC(F)Sc1ccc(NC(=S)NC2CCCC2)cc1,18,1,0.9,-1,-6,0.8,0.9,2,0,0.9

# Rewritten with values under each structure: part of the list above
# Values run as follows: Diaph inh CS | TNAP act hiacc | PMI act hi M6P | HMGR II inh | TNAP inh no acc | Diaph act CS | FLuc act counter | G6PDH CS | TNAP inh hiacc | PMI activator
O=C(N/N=C1\CCc2ccccc21)c1ccncc1
 : 5 | 1 | 1 | -4 | 13 | 1 | 0.9 | -4 | 0 | 1
O=C(COc1ccc2ccccc2c1Br)NCc1ccccn1
 : 20 | 1 | 0.8 | 1 | -4 | 0.8 | 1 | 1 | -1 | 0.9

# (continued)
SMILES,Diaph inh CS,TNAP act hiacc,PMI act hi M6P,HMGR II inh,TNAP inh no acc,Diaph act CS,FLuc act counter,G6PDH CS,TNAP inh hiacc,PMI activator
CC(=O)NC(Cc1ccccc1)C(=O)OCC(=O)c1ccccc1 (stereo not drawn),6,1,1.1,-5,-11,0.9,1.1,1,-5,1.1
COc1ccccc1-n1nc(C(=O)NCc2ccco2)c2ccccc2c1=O,0,1,0.9,1,-6,1,1,3,-3,1
O=C1CC(c2ccccc2)c2ccccc21 (stereo not drawn),9,1.1,1,-6,-14,0.9,1.1,5,-6,1
COc1ccc2c(c1OC)C(=O)N1N=C(c3ccc(O)cc3)CC21 (stereo not drawn),17,1,0.9,5,-16,0.8,0.9,-13,-4,0.9
COc1ccc(Cl)cc1NC(=O)CN1CCCCCC1,44,1,1,6,-11,0.6,1,4,-3,1
Cn1c(Cc2ccccc2)nnc1SCC(=O)NC1CCCCC1,19,1.1,0.9,-1,-16,0.8,1,-2,-7,0.9
Cn1c(CCC(=O)OCC(=O)NCC(F)(F)F)nc(=O)c2ccccc21,-4,1,1.1,-8,-1,1,1.1,6,-3,1.1
CCN(CC)CCOC(=O)c1ccc(NC(=O)CNC(=O)c2ccccc2)cc1,5,1,1.1,0,-10,1,1.1,0,-2,1.1
Cc1cccc(NC(=O)c2ccc(C(=O)c3ccccc3)o2)c1,25,1.1,0.9,-5,-9,0.8,0.8,8,-5,1
N#Cc1ccc(CSc2nnc3[nH]c(=O)cc(N)n23)cc1,-5,1,1.2,0,-16,1,1,8,-5,1.1
Cc1ccccc1Nc1cc(=O)oc2ccccc12,10,1,1,-6,-12,0.9,1.1,7,-3,1
O=C(NCc1ccccc1)c1cccc(S(=O)(=O)N2CCOCC2)c1,1,0.9,1,1,-12,1,1,4,7,1
O=C(NN1CCOCC1)C12CC3CC(CC(C3)C1)C2,1,1,1,-4,-38,1,1,9,3,1
Cc1cc(C=O)c(C)n1-c1ccc(N2CCOCC2)cc1,7,1,0.9,2,-7,0.9,1.1,14,1,1
O=S(=O)([N-]c1nc2ccccc2nc1-[n+]1ccccc1)c1ccccc1,24,1,0.9,-2,-19,0.8,1,-2,-2,0.9
CC(=O)c1cccc(NC(=O)NC(C)C2CCCO2)c1 (stereo not drawn),-12,1.1,1,1,-9,1.1,1,13,-6,1
COc1ccc(CCNc2oc(COc3ccccc3)nc2C#N)cc1,7,1,0.9,-2,-4,0.9,1.1,5,-1,1
CCOC(=O)C1=C(C)N(c2ccccc2)C(=O)/C1=C\c1ccco1,10,0.9,1,3,4,0.9,1,0,6,1.1
C=Cc1cccc(NC(=O)COc2ccccc2)c1,6,1,0.9,2,-10,0.9,1,-8,0,0.9
N#CC1=C(N)OC2=C(C(=O)CCC2)C1CCc1ccccc1 (stereo not drawn),21,1.1,0.9,-2,-6,0.8,1,2,-8,0.8
Cc1ccc(NC(=O)N(Cc2ccco2)Cc2cc3cc(C)cc(C)c3nc2Cl)cc1,4,1,1,4,-4,1,1,-16,-3,0.9
Cc1cc(C)cc(Nc2ncc3c(n2)CC(c2ccco2)CC3=O)c1 (stereo not drawn),23,1,0.9,-4,-3,0.8,1,-15,2,0.8

# Whole records, quoted from the list.
# Listed for Cn1c(Cc2ccccc2)nnc1SCC(=O)NC1CCCCC1 → Diaph inh CS: 19; TNAP act hiacc: 1.1; PMI act hi M6P: 0.9; HMGR II inh: -1; TNAP inh no acc: -16; Diaph act CS: 0.8; FLuc act counter: 1; G6PDH CS: -2; TNAP inh hiacc: -7; PMI activator: 0.9
# Listed for O=C1CC(c2ccccc2)c2ccccc21 (stereo not drawn) → Diaph inh CS: 9; TNAP act hiacc: 1.1; PMI act hi M6P: 1; HMGR II inh: -6; TNAP inh no acc: -14; Diaph act CS: 0.9; FLuc act counter: 1.1; G6PDH CS: 5; TNAP inh hiacc: -6; PMI activator: 1
